NOD1 NF-kB reporter = NOD1 signaling inhibitors, primary screen, cell-based, luminescence, uHTS (AID 1578); NOD1-driven NF-kB luciferase reporter cells, luminescence; higher % means a stronger effect; hit rate 1% among 290,000; one-dose inhibition, % at 4 µM; EC50 in µM for titrated hits; in the data active means inhibition mostly above about 36%, no sharp cut-off; inactive means mostly below about 34%;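 further: HEK-293T reporter cells stimulated with the NOD1 agonist gamma-tri-DAP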
NOD2 inhibition = NOD2 signaling inhibitors, cell-based, luminescence, uHTS, HEK293 (AID 1566). HEK293 NOD2/NF-kB luciferase reporter, luminescence; higher % means a stronger effect. inhibition, % at 4 µM, or EC50 in µM where a hit was titrated. hit rate 0.63% among 290,000; in the data active means inhibition above about 50%; further: many of its hits are not listed in these tables
* marks the source's active call; other numbers are inactive results; & = joins results of further samples.

[1] O=C(Nc1ccc(F)cc1F)c1cc(Cl)sc1Cl
[2] COc1ccccc1CNC(=O)CCc1nnc2ccc(NCCCN3CCCC3=O)nn12
[3] CCOC(=O)c1ccc(NC(=O)c2cc(C)nc3ccccc23)cc1
[4] COc1ccccc1CNC(=O)COC(=O)c1cccc(S(=O)(=O)N2CCCCC2)c1
[5] Cc1ccc(NC(=O)c2c([N+](=O)[O-])cnn2C)cc1C
[6] COC(=O)CN(C)C(=O)c1ccc2nc(Cc3cccc(Cl)c3)oc2c1
Screen / compound no.,1,2,3,4,5,6
NOD1 NF-kB reporter,-4%,1%,-24%,-4%,-36%,-56%
NOD2 inhibition,-11%,13%,12%,26%,-10%,-22%

[7] COc1ccc(CCN=Cc2ccc(O)cc2)cc1OC
[8] COc1ccc(OC)c(CN2CCN(C(=O)c3ccco3)CC2)c1
[9] Cc1ccc(S(=O)(=O)/N=C2\C=C(Nc3cccc(C(=O)O)c3)C(=O)c3ccccc32)cc1
[10] CC1CCN(S(=O)(=O)c2ccc3c(ccn3CCC(=O)N3CCCCC3)c2)CC1
[11] COCCNC(=O)CN(C(=O)CCC(=O)Nc1ccccn1)c1ccc(OC)cc1
[12] NC(=O)CC[C@H](NC(=O)[C@H](Cc1ccccc1)n1c(=O)[nH]c2ccccc2c1=O)C(=O)N1CCC[C@H]1C(=O)O
Screen / compound no.,7,8,9,10,11,12
NOD1 NF-kB reporter,-27%,-23%,-20%,-27%,12%,3%
NOD2 inhibition,10%,5%,29%,13%,12%,2%

[13] CCOC(=O)C1=C(C)N=c2s/c(=C/c3cccc([N+](=O)[O-])c3O)c(=O)n2C1c1cc(OC)c(OC)c(OC)c1 (centres undefined)
[14] CC(C)(C)c1ccc(S(=O)(=O)NCC(=O)N2CCN(Cc3ccccc3)CC2)cc1
[15] COC(=O)C1=CN(c2ccc(OC)cc2)C=C(C(=O)OC)C1c1ccc([N+](=O)[O-])cc1
[16] CCCS(=O)(=O)c1nc(S(=O)(=O)c2ccc(C)cc2)c(N2CCN(CC)CC2)s1
[17] CCn1cc(CN2CCC(n3nccc3NC(=O)c3cccc(F)c3)CC2)c(C)n1
[18] O=C(C1CC1)N1N=C(c2ccc(Br)cc2)CC1(O)C(F)(F)F (centres undefined)
Screen / compound no.,13,14,15,16,17,18
NOD1 NF-kB reporter,18%,-20%,-25%,-5%,-31%,2%
NOD2 inhibition,33%,-7%,-1%,-13%,-3%,4%

[19] CN1C(=O)N(C)C(c2ccccc2Cl)C2=C1CC(C)(C)CC2=O (centres undefined)
[20] Cc1ccc(S(=O)(=O)N(C)CC(=O)O/N=C(\N)c2cccc(Br)c2)cc1
[21] COc1cccc(NC(=O)COC(=O)CCCC2=NS(=O)(=O)c3ccccc3N2)c1
[22] O=C(CCc1ccccc1)N=C1SC2CS(=O)(=O)CC2N1c1ccccc1F (centres undefined)
[23] COC(=O)c1sccc1NS(=O)(=O)c1ccc(F)cc1F
[24] O=C(NCc1ccc(F)cc1)C1CCCN1C(=O)Nc1ccccc1 (centres undefined)
Screen / compound no.,19,20,21,22,23,24
NOD1 NF-kB reporter,-28%,-11%,-15%,5%,1%,-2%
NOD2 inhibition,-50%,2%,-11%,-4%,3%,13%

[25] COc1cccc(NC(=O)N2CCCC2C(=O)NC2CCCC2)c1 (centres undefined)
[26] Cc1ccc(S(=O)(=O)c2cn(C)c3cc(N4CCN(C)CC4)c(F)cc3c2=O)cc1
[27] CCOC(=O)c1cc2ccc3ccccc3c2oc1=O
[28] O=[N+]([O-])c1ccc2nc(NS(=O)(=O)c3ccccc3[N+](=O)[O-])sc2c1
[29] COc1ccc(CNC(=O)C2CCN(S(=O)(=O)N3CC(C)CC(C)C3)CC2)cc1 (centres undefined)
[30] Cc1cccc(N(C)C(=O)c2cnn(-c3ccccc3)c2C)c1
Screen / compound no.,25,26,27,28,29,30
NOD1 NF-kB reporter,-25%,-15%,11%,-10%,5%,8%
NOD2 inhibition,17%,21%,-5%,-28%,-2%,12%

[31] Cc1cccc(/C(N)=N/OC(=O)CCCc2ccccc2)c1
[32] CCOC(=O)C1CCN(CC(O)COCc2ccc(Cl)cc2)CC1 (centres undefined)
[33] CCCNC(=O)COCc1cc(-c2ccc3c(c2)OCO3)on1
[34] Cc1nc2ccccc2nc1Nc1cccc(Cl)c1
[35] CN(C)CCCOc1nn(Cc2ccccc2)c2ccccc12
[36] O=[N+]([O-])c1cc2c(cc1CN1CCN(c3ccccc3)CC1)OCO2
Screen / compound no.,31,32,33,34,35,36
NOD1 NF-kB reporter,5%,-12%,-5%,-6%,-10%,-3%
NOD2 inhibition,-4%,-1%,-45%,33%,10%,-17%

[37] O=C(COc1cc2oc(=O)cc(-c3ccccc3)c2cc1Cl)NCc1ccccn1
[38] CC1CCN(S(=O)(=O)c2ccc3c(c2)n(C)c(=O)n3C)CC1
[39] COc1cccc(Nc2c([N+](=O)[O-])cncc2[N+](=O)[O-])c1
[40] O=C(COc1ccc2c3c(c(=O)oc2c1)CCC3)N[C@@H](CSCc1ccccc1)C(=O)O
[41] COc1ccc(CN2CCN(Cc3ccc(C(F)(F)F)cc3)CC2)c(OC)c1
[42] CC(C)n1c(SCC(=O)N2CCN(C)CC2)nc2c1c(=O)n(C)c(=O)n2C
Screen / compound no.,37,38,39,40,41,42
NOD1 NF-kB reporter,-4%,-25%,-2%,-32%,8%,-22%
NOD2 inhibition,32%,-3%,-9%,10%,-10%,21%

[43] CC(OC(=O)c1cccc(-n2cnnn2)c1)C(=O)N(C)c1ccccc1 (centres undefined)
[44] O=C(CSCc1ccc(Cl)cc1)Nc1cccc(C(=O)O)c1
[45] CCOc1ccc(NC(=O)c2sc3nc(N4CCOCC4)c4c(c3c2N)CC(C)(C)OC4)cc1
[46] CCNC(=O)C(=O)Nc1cc2c3c(c1)CCC(=O)N3CCC2
[47] CCc1cc(=O)oc2c(C)c(OC(C)C(=O)NCCCn3ccnc3)ccc12 (centres undefined)
[48] Cc1ccc[n+](-c2[nH]c(=O)sc2/C=N/N=C(\[O-])c2cccnc2)c1
Screen / compound no.,43,44,45,46,47,48
NOD1 NF-kB reporter,-25%,-14%,-36%,2%,-24%,-7%
NOD2 inhibition,12%,-3%,10%,-16%,-3%,-12%

[49] COc1ccc(-n2nc3c(c2NC(=O)CCCl)CSC3)cc1
[50] CCN1CCN(S(=O)(=O)c2ccc(C(=O)Nc3ccccc3)cc2)CC1
[51] COc1ccc(N2C(=O)CSC2c2ccc(F)c(F)c2)cc1 (centres undefined)
[52] CCCN1CCC(NC(=O)c2cccc(Oc3ccccc3)c2)CC1
[53] Cc1cccc(-c2nc(CN3CCN(C(=O)C4CCCO4)CC3)cs2)c1 (centres undefined)
[54] COC(=O)c1ccc(NC(=O)C(=O)c2cn(CC(=O)N3CCOCC3)c3ccccc23)cc1
Screen / compound no.,49,50,51,52,53,54
NOD1 NF-kB reporter,2%,-17%,-9%,-22%,-8%,-4%
NOD2 inhibition,-5%,7%,-31%,8%,7%,9%

[55] CCc1ccc(C(=O)COC(=O)CNC(=O)c2ccc(Br)o2)cc1
[56] CCOc1ccc(N(CC(=O)NC2CCCC2)C(=O)CCC(=O)Nc2nc(C)cs2)cc1
[57] CC(=O)Nc1c(-c2ccccc2)nc2cc(C)ccn12
[58] O=C(Nc1ccccc1)O/N=C/c1ccc(F)cc1
[59] O=C(c1ccc2ccccc2c1)C1CCCN(C(=O)c2cccnc2)C1 (centres undefined)
[60] Cc1ccc(C)c(N(CC(=O)NC2CCCC2)C(=O)CCC(=O)Nc2cc(C)on2)c1
Screen / compound no.,55,56,57,58,59,60
NOD1 NF-kB reporter,-29%,4%,20%,-59%,-19%,18%
NOD2 inhibition,-6%,1%,-10%,-103%,6%,4%

[61] COc1ccc(-n2cnc3sccc3c2=O)cc1
[62] CC(C)[C@@H](NC(=O)OC(C)(C)C)C(=O)NCC1CCC(C(=O)N[C@@H](Cc2ccccc2)C(=O)O)CC1 (some centres undefined)
[63] CCC(C(=O)NCCc1ccccc1)c1ccccc1 (centres undefined)
[64] COC(=O)c1ccc(CN2CCCC(C(=O)Nc3ccc(-c4ccn[nH]4)cc3)C2)cc1 (centres undefined)
[65] Cc1c(CN2CCC(C(=O)Nc3ccc(Oc4ccccc4)nc3)CC2)cnn1C
[66] CCc1noc(C)c1C(=O)N(CCOC)c1c(N)n(CC(C)C)c(=O)[nH]c1=O
Screen / compound no.,61,62,63,64,65,66
NOD1 NF-kB reporter,-6%,3%,-22%,-27%,4%,-19%
NOD2 inhibition,-6%,0%,3%,11%,14%,5%

[67] Cc1c(C(=O)NC(c2ccccn2)C(F)(F)F)oc2c(F)cccc12 (centres undefined)
[68] Cc1onc(-c2c(Cl)cccc2Cl)c1C(=O)NCc1ccc(S(N)(=O)=O)cc1
[69] CCN(CC)N=Nc1ccc(S(=O)(=O)Nc2nc(C)cc(C)n2)cc1
[70] O=C(Nc1ccccc1)/C(=C/c1ccc(F)cc1)NC(=O)c1ccco1
[71] CCCc1nnc(NC(=O)CCC(=O)N2CCN(S(=O)(=O)c3ccc(OC)cc3)CC2)s1
[72] COc1ccc(NC(=O)C(=O)NCC(=O)Nc2cc(OC)ccc2OC)cc1
Screen / compound no.,67,68,69,70,71,72
NOD1 NF-kB reporter,-20%,-17%,-9%&25%,-14%,4%,-8%
NOD2 inhibition,-8%,-6%,-3%&12%,3%,3%,5%

[73] CC(NC(=O)c1ccco1)c1nc(-c2ccc(C(C)(C)C)cc2)no1 (centres undefined)
[74] C=CCN1C(=O)C2(OCCCO2)c2cccc(C)c21
[75] O=C(Nc1ccccc1C(=O)Nc1ccccc1C(=O)O)c1ccccc1
[76] O=C(N/N=C/c1cccnc1)c1cccc(NC(=O)c2cccc(Br)c2)c1
[77] O=C(Nc1cc(Cl)ccc1-n1cncn1)c1ccco1
[78] O=C(NCCCN1CCOCC1)c1ccc(NS(=O)(=O)c2ccccc2)cc1
Screen / compound no.,73,74,75,76,77,78
NOD1 NF-kB reporter,-4%,20%,-2%,-7%,-12%,-18%
NOD2 inhibition,1%,16%,-18%,4%,12%,10%

[79] COc1cccc(CC(=O)Nc2ccccc2N2CCCC2)c1
[80] O=C(CCCc1ccccc1)NC12CC3CC(CC(C3)C1)C2
[81] COc1ccc(C2=NS(=O)(=O)N(C)C(C(=O)Nc3cc(OC)c(OC)c(OC)c3)=C2)cc1
[82] O=C(N/N=C/c1cccnc1)c1cc(-c2ccc(Br)cc2)nc2ccccc12
[83] O=C(CCc1nc(-c2ccccc2Cl)no1)Nc1cccnc1
[84] COc1ccc(NC(=O)CSc2nc3ccccc3nc2N2CCOCC2)c(OC)c1
Screen / compound no.,79,80,81,82,83,84
NOD1 NF-kB reporter,-42%,-34%,3%,-12%,-16%,-8%
NOD2 inhibition,1%,-84%,21%,-41%,0%,12%

[85] O=C(c1cc2ccccc2o1)N1CCN(C/C=C/c2ccccc2)CC1
[86] O=C(Cc1ccsc1)NCc1ccccc1F
[87] COc1ccc(C(=O)N/C(=C\c2cn(C)c3ccccc23)C(=O)NCCCN2CCOCC2)cc1
[88] CCSc1nnc(SCC(=O)N2CCN(C(=O)c3ccco3)CC2)s1
[89] CC(=O)Nc1ccc(NC(=O)CN2CCN(c3ccccn3)CC2)cc1
[90] N#Cc1ccc(CN2C=NS(=O)(=O)c3ccccc32)cc1
[91] O=C(c1cccc(F)c1)N1CCN(C(=O)C(c2ccccc2)c2ccccc2)CC1
[92] CCOC(=O)c1sc(NC(=O)C2CC(=O)N(c3ccccc3C)C2)nc1C (centres undefined)
[93] Cc1ccc(NC(=O)c2cccc3cccnc23)cc1
Screen / compound no.,85,86,87,88,89,90,91,92,93
NOD1 NF-kB reporter,-1%,6%,-28%,-25%,4%,-9%,-24%,-13%,-60%
NOD2 inhibition,17%,10%,16%,6%,1%,-2%,9%,5%,-56%

Screening results deposited in PubChem BioAssay by Sanford-Burnham Center for Chemical Genomics.

Some of the compounds tested (hit frequency here may not be typical).
